M1 PAM: human CHRM1 positive allosteric modulation | AID 588819 | P11229 | activation, % at 3 µM | 360,000 tested, 0.088% active | CHO-K1 hM1, Fluo-8 calcium fluorescence, ACh EC20; 0% = ACh EC20, 100% = maximal ACh; in the data active = activation above about 19%, passing the limit was not always enough
Target sequence (P11229 whole entry, looked up): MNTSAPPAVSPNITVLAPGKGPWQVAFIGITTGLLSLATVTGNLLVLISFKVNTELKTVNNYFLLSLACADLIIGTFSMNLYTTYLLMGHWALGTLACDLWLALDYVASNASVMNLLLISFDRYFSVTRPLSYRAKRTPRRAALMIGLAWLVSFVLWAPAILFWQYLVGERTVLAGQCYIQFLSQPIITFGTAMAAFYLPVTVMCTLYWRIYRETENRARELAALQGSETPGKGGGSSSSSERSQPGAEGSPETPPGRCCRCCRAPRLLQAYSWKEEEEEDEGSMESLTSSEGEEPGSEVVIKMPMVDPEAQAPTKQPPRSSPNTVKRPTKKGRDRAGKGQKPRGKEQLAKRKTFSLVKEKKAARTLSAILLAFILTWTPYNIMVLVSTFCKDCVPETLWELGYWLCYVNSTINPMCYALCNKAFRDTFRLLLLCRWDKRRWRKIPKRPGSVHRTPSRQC
M1 antag: blocks human M1 muscarinic receptor; P11229; inhibition, % at 3 µM; 360,000 tested, 1.3% active; CHO-K1 hM1, Fluo-8 calcium fluorescence, ACh EC80 antagonist;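 active = percent inhibition above its own plate's cutoff, namely the mean of that plate's compound wells plus 3 SD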;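 note: peak over basal fluorescence ratio during 140 s after agonist addition; 0% = ACh EC80 plus DMSO and 100% = DMSO alone without agonist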
CHO-K1 Ca antag: M1 antagonist counterscreen hit in parental CHO-K1 cells; ATP-induced calcium, Fluo-8 fluorescence; inhibition, % at 3 µM; 360,000 tested, 0.6% active;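 active = inhibition above a per-plate cutoff, the plate's mean sample inhibition plus 3 SD, cut at about 24% in these data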;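 note: 0% = DMSO plus EC80 ATP and 100% = DMSO alone without ATP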
TAAR1 agonist: human TAAR1 agonism; 360,000 tested, 0.99% active; CHO RD-HGA16 TAAR1, Fluo-8 calcium fluorescence; vehicle wells 0%, saturating PEA agonist 100%; activation, % at 3 µM; Q96RJ0;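 active = activation above the mean activation of all test compounds in the run plus 3 SD, cut at about 38% in these data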
Target sequence (Q96RJ0 whole entry, looked up): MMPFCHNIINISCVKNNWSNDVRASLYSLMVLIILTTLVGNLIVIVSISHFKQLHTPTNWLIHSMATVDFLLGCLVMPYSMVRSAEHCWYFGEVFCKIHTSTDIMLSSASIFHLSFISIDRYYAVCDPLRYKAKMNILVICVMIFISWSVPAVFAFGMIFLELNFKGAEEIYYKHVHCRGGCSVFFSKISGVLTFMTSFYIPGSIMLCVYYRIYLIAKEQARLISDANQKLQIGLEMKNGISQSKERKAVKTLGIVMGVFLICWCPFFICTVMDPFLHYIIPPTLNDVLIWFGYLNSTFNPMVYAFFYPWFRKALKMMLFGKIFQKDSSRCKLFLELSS
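Repeats: no replicates (n 1) | Material: CHO-derived RD-HGA16 cells with stable Gα16 and human TAAR1 | Technique: Kinetic Fluo-8 calcium fluorescence | Schedule: 17-24 h seeding, 75 min 37 °C dye, 30 min RT | Evaluation: % activation from peak over basal fluorescence ratio, DMSO-to-PEA scaled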
CHO parental Ca: signal in parental CHO cells, OX1R antagonist counter-screen. parental CHO-K1, ATP-induced calcium, Fluo-8 fluorescence. inhibition, % at 5.6 µM. 330,000 tested, 0.63% active. AID 463079;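 active = inhibition above that plate's mean sample inhibition plus 3 SD, cut at about 26% in these data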;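 note: 0% = ATP-challenged DMSO wells and 100% = DMSO wells without ATP; some compounds past the cut are filed as inactive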
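test system = CHO parental line | reagent = ATP stimulus | measured by = intracellular calcium via Fluo-8 no-wash fluorescent dye | control set = ATP and no-ATP DMSO wells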
M1 ag: human M1 muscarinic receptor agonism. P11229. CHO-K1 hM1, Fluo-8 calcium fluorescence, agonist mode; 0% DMSO, 100% acetylcholine EC100. activation, % at 3 µM. 360,000 tested, 0.33% active. AID 588814;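 active = activation above the run's mean compound activation plus 3 SD, cut at about 16% in these data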;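 note: peak over basal fluorescence ratio within a 140 s kinetic read after compound addition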
M1 PAM parental: M1 PAM counterscreen hit in parental CHO-K1 cells; ATP EC20, Fluo-8 calcium fluorescence; 0% at ATP EC20, 100% at ATP max; activation, % at 3 µM; 360,000 tested, 0.02% active;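 active = activation above the run cutoff, the mean activation of all test compounds plus 3 SD, cut at about 40% in these data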;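 note: peak over basal fluorescence ratio in a 140 s read after ATP addition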
TAAR1 antagonist: antagonists of human TAAR1; CHO RD-HGA16 TAAR1, Fluo-8 calcium fluorescence, antagonist; inhibition, % at 3 µM; 360,000 tested, 1.5% active; AID 624466;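 active = inhibition above a per-plate cutoff, the mean inhibition of test compounds on that plate plus 3 SD, cut at about 49% in these data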;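 note: 0% = DMSO plus EC80 beta-PEA response and 100% = DMSO alone without agonist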
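Test system – hTAAR1-expressing CHO RD-HGA16 cells, Gα16-coupled · Reagent – β-PEA at EC80 concentration, post-compound challenge · Compound dosing – 3 µM, single point · Timing – 140 s kinetic read after compound, 140 s after agonist · Detection – Fluo-8 intracellular calcium dye fluorescence, real-time kinetic reads · Control set – DMSO and EC80 PEA controls · Repeats – n of 1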
M1 ag parental: counter-screen for M1 agonists: effect in parental CHO-K1 cells | Fluo-8 calcium fluorescence; scaled to maximal ATP response, vehicle zero | activation, % at 3 µM | 360,000 tested, 0.48% active; in the data active = activation above about 15%;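 note: untransfected CHO-K1 host cells lacking M1 receptor as counterscreen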
The depositor's hits bear a star; / = no result given.

SMILES	M1 PAM	M1 antag	CHO-K1 Ca antag	TAAR1 agonist	CHO parental Ca	M1 ag	M1 PAM parental	TAAR1 antagonist	M1 ag parental
O=C(N/C=N/O)C1=NOC(CNc2ncc(C(F)(F)F)cc2Cl)C1 (stereo not given)	12	-6	-10	14	-8	-4	13	-32	-0.2
S=C(Nc1cccc2ccccc12)NC1CCCCC1	2	-7	-2	0	-24	-10	6	0	-0.1
S=c1ncc2[nH]c(=S)[nH]c2[nH]1	7	-9	-2	/	/	1	-1	/	-0.1
S=P(c1ccc(N2CCOCC2)cc1N1CCOCC1)(N1CCOCC1)N1CCOCC1	1	-3	-4	-2	/	-2	13	0	0.1
CS(=O)(=O)c1ccccc1-c1nnc(NC(=O)c2ccc(S(=O)(=O)N3CCCC3)cc2)o1	6	-2	-2	4	-5	-4	-2	-17	4.2
CN(C)CCNC(=O)c1cccc(-c2cccc3nncn23)c1	2	-3	-9	0	/	-5	14	9	0.3
OC[C@@H]1CN(Cc2ccco2)C[C@H](n2cnc3c(NC4CCC4)ncnc32)O1	8	-11	-2	0	/	1	-10	3	-0.4
CCSc1nnc(NC(=O)CCNS(=O)(=O)c2ccccc2F)s1	5	-4	-6	1	-21	0	-3	-12	0.6
CN1C(=O)N(CN2CCCCC2)C2C1N(C)C(=O)N2CN1CCCCC1 (stereo not given)	7	-9	0	4	-1	-1	11	-2	-0.3
COc1ccc(CCN2C(=S)NC3CC2(C)Oc2ccc([N+](=O)[O-])cc23)cc1OC (stereo not given)	1	11	2	15	4	2	7	42	3.4
CC1=C(C(=O)N(C(C)C)C(C)C)CC(CC(=O)NC2CC2)C(=O)N1Cc1ccc(F)cc1 (stereo not given)	2	-28	-15	1	/	-2	10	-9	0.0
O=C(Nc1nc2ccc(Cl)cc2s1)c1ccc(N2CCCCC2)c([N+](=O)[O-])c1	0	0	6	2	-12	-6	-2	-11	0.1
Cc1ccc(S(=O)(=O)N2CCOCC2)cc1NC(=O)COC(=O)Cc1ccsc1	8	-3	-1	6	-10	-3	15	13	1.0
O=C1c2ccccc2NC(c2ccc(-c3ccc(C(F)(F)F)cc3)o2)N1O (stereo not given)	3	-6	-16	0	2	-5	23	-30	0.1
CC1(C)CC(NC(=O)C23CCC(C)(C(=O)C2)C3(C)C)CC(C)(C)N1 (stereo not given)	7	-5	0	6	4	-5	-3	16	-0.4
N=C1SCC(=O)N1/N=C/c1ccccc1	3	-5	-14	8	-3	-4	0	-19	0.7
COC(=O)CC1SC(=O)NC1=Nc1ccc(C)cc1 (stereo not given)	-9	17	-14	-4	1	-4	1	3	-0.4
Cc1ccc(COC(=O)c2cccc(S(=O)(=O)N3CCCCCC3)c2)cc1	-6	1	-8	0	0	-5	11	-11	1.5
CCOc1ccccc1CN1CCN(Cc2cccc3nonc23)CC1CCO (stereo not given)	3	-11	-8	9	-12	-12	6	5	0.0
O=C1/C(=C\c2ccc(O)cc2)SC(=S)N1/N=C/c1ccc(O)cc1	-3	7	12	29	15	6	-25	32	6.8
CC1CCCN(CCCNC(=O)C2CCC(CNS(=O)(=O)c3cccc4nsnc34)CC2)C1 (stereo not given)	-19	45*	-20	/	-7	-5	26	/	-0.1
CCOC(=O)/C(=N\Nc1cc(Cl)ccc1Cl)N1CC(C)OC(C)C1 (stereo not given)	5	-3	-5	1	-22	0	-4	-41	0.1
COc1ccc(C)cc1NC(=O)C(OC(=O)c1cc(C)oc1C)c1ccccc1 (stereo not given)	0	0	-11	5	-3	-8	21	-7	1.0
NC(=S)c1cc2cc(Br)ccc2oc1=O	4	-3	-15	3	-1	-4	17	-17	1.5
CCC(c1nnnn1CCOC)N1CCN(c2nc3ccccc3s2)CC1 (stereo not given)	11	0	16	2	-29	-8	-11	1	1.6

Five of these compounds, reformatted:
| smiles | M1 PAM | M1 antag | CHO-K1 Ca antag | TAAR1 agonist | CHO parental Ca | M1 ag | M1 PAM parental | TAAR1 antagonist | M1 ag parental |
| --- | --- | --- | --- | --- | --- | --- | --- | --- | --- |
| COC(=O)CC1SC(=O)NC1=Nc1ccc(C)cc1 (stereo not given) | -9 | 17 | -14 | -4 | 1 | -4 | 1 | 3 | -0.4 |
| Cc1ccc(COC(=O)c2cccc(S(=O)(=O)N3CCCCCC3)c2)cc1 | -6 | 1 | -8 | 0 | 0 | -5 | 11 | -11 | 1.5 |
| CCOc1ccccc1CN1CCN(Cc2cccc3nonc23)CC1CCO (stereo not given) | 3 | -11 | -8 | 9 | -12 | -12 | 6 | 5 | 0.0 |
| O=C1/C(=C\c2ccc(O)cc2)SC(=S)N1/N=C/c1ccc(O)cc1 | -3 | 7 | 12 | 29 | 15 | 6 | -25 | 32 | 6.8 |
| CC1CCCN(CCCNC(=O)C2CCC(CNS(=O)(=O)c3cccc4nsnc34)CC2)C1 (stereo not given) | -19 | 45* | -20 | / | -7 | -5 | 26 | / | -0.1 |

Further entries:
SMILES	M1 PAM	M1 antag	CHO-K1 Ca antag	TAAR1 agonist	CHO parental Ca	M1 ag	M1 PAM parental	TAAR1 antagonist	M1 ag parental
O=C(CSc1nnnn1-c1ccccc1)c1ccco1	9	-1	-4	14	-8	-8	16	-2	0.0
CCc1ccc(C2CC(c3ccc(Cl)cc3)=NNC2=O)cc1 (stereo not given)	-3	-1	-7	7	-30	-4	-1	20	0.0
CC(OC(=O)c1ccccc1C(=O)N(C)c1ccccc1)C(=O)Nc1ccc(C(N)=O)cc1 (stereo not given)	5	-6	4	2	-8	1	5	-24	2.7
CSc1ccccc1C(=O)Nc1ccc(C)cc1C	9	-10	4	-2	2	-11	0	6	-0.3
Cc1cccc(C)c1NC(=O)Cn1nnc(-c2ccc(N3CCOCC3)cc2)n1	1	-3	-6	15	-9	-3	17	15	0.7
COCCn1c(SCc2ccc(F)cc2)nc2c1c(=O)[nH]c(=O)n2C	11	-20	7	-2	-4	-2	9	-13	-0.1
Cc1cccn2c(=O)c3cc(C#N)c(=N)n(Cc4cccnc4)c3nc12	3	2	3	9	/	1	3	9	0.3
CC1=CC(c2ccc(Cl)cc2)n2nc(NC(=O)CCCC(=O)O)nc2N1 (stereo not given)	1	2	-10	1	-1	-3	3	-5	0.4
CCCCNC(=O)c1cc(-c2ccc(OC)cc2)on1	8	-10	-9	4	1	-8	15	-12	2.6
O=C(CSc1ncn[nH]1)c1cc2ccccc2o1	6	-10	-11	5	-11	-7	13	9	0.5
Cc1ccc(-c2nnc(SCC(C)C)n2C)cc1	4	-2	10	12	-8	-4	3	-11	-0.6
COc1ccc(NC(=O)CCCC(=O)O)cc1Cl	9	-7	-13	11	13	0	14	6	0.5
CC(C)(C)N1C(=O)c2ccccc2NC(=O)N1Cc1ccc(Br)cc1	-2	2	3	-2	-23	-6	6	23	0.2
Cc1ccc(N2C(=O)CC(Sc3nc4ccccc4o3)C2=O)cc1Cl (stereo not given)	-2	2	-9	9	-18	-4	14	9	1.1
Cc1ccccc1NC(=O)c1ccc(N/N=C/c2ccccc2O)c([N+](=O)[O-])c1	2	-3	17	14	2	-4	-8	-1	0.2
N#CCSc1ccc(-c2nc3ccccc3[nH]2)cn1	6	-8	-13	9	-16	-5	-3	9	2.5
COc1ccc(C(=O)N2CCCC(c3ccccc3)=N2)cc1	14	-4	-11	4	-23	-5	23	1	-0.6
Cc1cc(C(=O)COC(=O)Cc2ccc(Cl)cc2)c(C)n1C	12	-15	9	-1	-12	-3	-15	12	-0.7
COC(=O)c1nnn(CC(=O)NC(=O)Nc2ccc(F)cc2)c1C(=O)OC	8	-8	-10	5	12	-4	15	2	0.8
C[C@@H]1C(=O)O[C@H](C)[C@H]1C[C@@H](O)[C@](C)(O)C1CC[C@@]2(O)C3=CC(=O)[C@@H]4C[C@@H](O)[C@@H](O)C[C@]4(C)C3CC[C@]12C (stereo not given in full)	9	-2	-1	4	9	-4	13	6	0.2
Cc1nc(C)c(C(=O)O)s1	1	0	-11	6	5	-2	13	-3	0.9
COc1ccc(OCc2ccc(C(=O)NN)cc2)cc1	0	-5	-19	1	-8	0	-7	4	0.5
Cc1cc(C)c2nc(N3CCC(C(=O)N4CCCC4)CC3)sc2c1	-23	37*	-19	2	-8	-8	1	-19	0.2
Cc1ccc(S(=O)(=O)Cc2ccc(C(=O)OCc3ccccc3)cc2)cc1	1	-8	-4	3	-10	-1	3	1	0.6
O=C(Nc1ccc(S(=O)(=O)Nc2nccs2)cc1)c1ccccc1OC(F)F	10	-8	-8	1	-10	-4	19	-3	0.3
Next section:
SMILES	M1 PAM	M1 antag	CHO-K1 Ca antag	TAAR1 agonist	CHO parental Ca	M1 ag	M1 PAM parental	TAAR1 antagonist	M1 ag parental
COCCCNC(=O)c1cc(-c2cccnc2)nc2ccccc12	16	-12	0	2	-7	2	2	10	1.6
CCNC(=O)C1(C)CCN(C(=O)c2ccc(C#N)cc2)C1 (stereo not given)	2	-14	-12	3	/	-1	13	-16	0.9
O=C(CNC(=O)c1sc2ccccc2c1Cl)OCc1ccccc1	2	-3	5	0	-19	-5	1	-18	0.4
CCOC(=O)c1ccc(NC(=S)NNC(=O)c2cc(-c3cccnc3)nc3ccccc23)cc1	0	18	1	-1	-21	-1	4	21	0.3
CCCCCCCCNC(=O)c1cccnc1SCC(=O)Nc1ccccc1OC	6	-5	-7	7	-30	-9	21	26	0.8
Cc1ccccc1Nc1nc(-c2cccnc2)cs1	0	-2	-8	-3	-13	-8	5	1	-0.1
CCOc1ccc(NC(=O)CSc2nc3cc(C(=O)NCC4CCCO4)ccc3c(=O)n2CC2CCCO2)cc1 (stereo not given)	15	-18	-4	0	/	0	11	-3	0.3
Cc1cc(=O)[nH]c(SCC(=O)Nc2cc(S(=O)(=O)N3CCCC3)ccc2Cl)n1	3	0	-10	6	-9	-5	14	-16	0.4
O=C(OCCN1C(=O)c2cccc3c(N4CCOCC4)ccc(c23)C1=O)c1ccc(Cl)cc1Cl	-3	9	-6	27	22	2	15	38	0.6
CCOc1ccc(Cn2c(=O)oc3ccc(C)cc32)cc1OC	-4	15	1	11	3	2	6	-1	4.6
Cc1cccc(C)c1NC(=O)CN(C)C(=O)CC1OC(=O)c2ccccc21 (stereo not given)	4	-14	-3	0	-23	-2	1	-3	0.3
Cc1ccc(-n2nc(C)c(Sc3ccccc3[N+](=O)[O-])c2N)cc1	-1	-13	-4	2	-6	-6	29	8	1.2
O=C1N(c2ccc(Cl)cc2)C(c2ccccc2)N2CCCN12 (stereo not given)	3	-6	-9	2	-3	-7	7	0	2.3
O=C(Cc1ccc(S(=O)(=O)N2CCOCC2)s1)Nc1ccc(S(=O)(=O)N2CCCCC2)cc1	0	-1	4	/	-6	-6	11	/	2.7
Cc1cccc(C2c3[nH]c4ccccc4c3CCN2C(=O)c2cc(CC(C)C)[nH]c(=O)n2)n1 (stereo not given)	0	7	-7	7	-21	-2	11	3	0.4
COc1cccc(CNS(=O)(=O)c2c(C)[nH]c(C)c2C(=O)N2CCCCC2)c1	3	-9	-17	4	-17	-4	20	-15	0.8
Cc1ccc(C)c(S(=O)(=O)NCc2cccnc2)c1	0	-1	-14	9	-9	-6	-4	2	0.9

Screens as filed in PubChem.

An unsorted share of the library, and some 4.4% of all compounds hit somewhere here.
